# Screens from PubChem BioAssay.
# MEP2-GFP yeast = yeast TOR pathway MEP2-GFP modulation; S. cerevisiae MEP2-GFP strain, flow cytometry GFP, 3 h; 100% = DMSO control level; GFP response vs DMSO, % at 10 µM; 330,000 tested, 0.51% active; AID 2016;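 active = GFP response versus DMSO above a set limit, roughly screen mean plus 3 SD, cut at about 180% in these data; inconclusive = fewer than 70 cells counted for a yeast strain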;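 also: median GFP fluorescence of the barcode-gated MEP2-GFP cells per well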
# RPL19A TOR yeast = alters RPL19A-GFP fluorescence in TOR pathway yeast screen | percent response vs DMSO, % at 10 µM | 330,000 tested, 0.3% active | S. cerevisiae RPL19A-GFP strain, flow cytometry, 3 h; stronger effect = lower value;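 active = percent response vs DMSO below 50%; inconclusive = fewer than 70 events counted for the yeast strain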;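 also: median channel GFP fluorescence of the barcoded RPL19A-GFP strain; ratio of sample median GFP to plate DMSO average so 100% = DMSO; lower means less RPL19A-GFP as with rapamycin TOR inhibition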
# CR mimetic SO = caloric restriction mimetics inhibiting age-related superoxide in yeast | S. cerevisiae aged cells, superoxide DHE fluorescence; stronger effect = lower value | 330,000 tested, 0.18% active | superoxide response (% of plate mean), % at 10 µM | AID 2690;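 active = superoxide response under a set limit, about three screen SD below normal, cut at about 65% in these data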;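 also: yeast aged for seven days with compound at 30 °C before DHE staining; 100% = average MFI of all compound-treated wells on the plate with controls excluded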
# LAP4-GFP MLPCN = modulators of TOR pathway LAP4-GFP in S. cerevisiae; 320,000 tested, 0.34% active; S. cerevisiae LAP4-GFP multiplex, flow cytometry GFP, 3 h; median GFP as percent of DMSO wells; GFP response vs DMSO, % at 10 µM;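 active = GFP response vs DMSO above a set limit, about the screen mean plus 3 SD, cut at about 150% in these data; inconclusive = under 70 cell events counted for the yeast strain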
# VLA-4 inh = inhibition in a human VLA-4 binding assay. inhibition, % (about 7 µM as worked out from the volumes in the protocol). 330,000 tested, 0.2% active. VLA-4 expressing cells, ligand binding flow cytometry. P13612. AID 2557; in the data active = inhibition above about 50%
# Target sequence (P13612 whole entry, looked up): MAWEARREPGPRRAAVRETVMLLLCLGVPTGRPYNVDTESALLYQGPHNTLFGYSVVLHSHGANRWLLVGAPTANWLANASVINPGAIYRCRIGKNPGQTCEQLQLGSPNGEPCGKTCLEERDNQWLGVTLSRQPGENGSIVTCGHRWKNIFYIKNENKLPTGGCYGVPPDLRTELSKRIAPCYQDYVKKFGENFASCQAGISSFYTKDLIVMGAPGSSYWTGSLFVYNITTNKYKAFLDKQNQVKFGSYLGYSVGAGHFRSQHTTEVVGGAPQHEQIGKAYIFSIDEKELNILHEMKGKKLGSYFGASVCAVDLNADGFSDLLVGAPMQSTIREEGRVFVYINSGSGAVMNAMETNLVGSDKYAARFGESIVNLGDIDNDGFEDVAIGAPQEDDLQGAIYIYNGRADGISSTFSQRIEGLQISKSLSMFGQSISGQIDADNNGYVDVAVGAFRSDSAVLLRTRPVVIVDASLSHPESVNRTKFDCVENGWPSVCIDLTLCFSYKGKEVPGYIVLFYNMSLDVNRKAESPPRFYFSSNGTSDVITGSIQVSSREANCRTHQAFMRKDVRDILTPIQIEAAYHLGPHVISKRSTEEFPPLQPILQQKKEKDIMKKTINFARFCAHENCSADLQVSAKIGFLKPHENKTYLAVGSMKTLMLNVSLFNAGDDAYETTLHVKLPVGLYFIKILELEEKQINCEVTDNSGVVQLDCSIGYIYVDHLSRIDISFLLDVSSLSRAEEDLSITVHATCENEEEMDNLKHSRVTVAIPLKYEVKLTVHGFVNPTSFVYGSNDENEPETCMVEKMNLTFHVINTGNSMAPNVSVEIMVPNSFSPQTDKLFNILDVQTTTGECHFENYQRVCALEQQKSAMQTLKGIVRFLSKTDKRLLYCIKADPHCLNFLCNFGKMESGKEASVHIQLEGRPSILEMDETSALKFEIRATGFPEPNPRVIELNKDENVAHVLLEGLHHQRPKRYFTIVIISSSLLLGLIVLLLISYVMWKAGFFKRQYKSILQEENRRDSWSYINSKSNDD
# CIT2 TOR yeast = yeast TOR pathway CIT2-GFP modulation; S. cerevisiae CIT2-GFP strain, flow cytometry, 3 h; 100 means same as DMSO wells; GFP response vs DMSO, % at 10 µM; AID 2029; 320,000 tested, 0.065% active;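 active = GFP response relative to DMSO above a set limit, near the screen mean plus 3 SD, cut at about 150% in these data; inconclusive = Fewer than 70 cells measured for a yeast strain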;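 also: ratio of well median GFP fluorescence to mean of DMSO wells on the plate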
# AGP1-GFP MLPCN = modulators of TOR pathway AGP1-GFP in S. cerevisiae. S. cerevisiae AGP1-GFP multiplex flow cytometry, 3 h; GFP as percent of DMSO wells. GFP response vs DMSO, % at 10 µM. 320,000 tested, 0.02% active. AID 2066;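 active = GFP response relative to DMSO above a set limit, near screen average plus 3 SD, cut at about 150% in these data; inconclusive = fewer than 70 cells counted for the yeast strain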;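 also: median GFP channel fluorescence of the gated AGP1 strain per well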
# GRK2 aptamer HTS = human GRK2 inhibition via aptamer displacement; P25098; bead flow cytometry, FAM-aptamer displacement from GRK2; 330,000 tested, 0.59% active; inhibition of aptamer binding, % at 10 µM; AID 488847;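 active = inhibition of aptamer binding above 40%, roughly 3 SD of noise, on plates passing a quality check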;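 also: median bead fluorescence of bound FAM aptamer so fluorescent compounds give negative values; no value below 0 was filed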
# Starred values were filed as active, the others as inactive; ? = inconclusive; nt = not tested or not shown; [ ] = dose if it differs, or a comment.
SMILES,MEP2-GFP yeast,RPL19A TOR yeast,CR mimetic SO,LAP4-GFP MLPCN,VLA-4 inh,CIT2 TOR yeast,AGP1-GFP MLPCN,GRK2 aptamer HTS
CCCCSc1oc(-c2ccco2)nc1S(=O)(=O)c1ccccc1,96,101,100,88,-1,99,90,1
C=CCN1C(=O)CSc2ccc(C(=O)NCCC3=CCCCC3)cc21,91[may fluoresce red],?,122,88[may fluoresce red],6,96[may fluoresce red],77[may fluoresce red],1
Cn1c(Cc2ccccc2)nnc1SCC(=O)NC1CC1,106,97,106,96,13,98,102,0
O=C(Nc1ccccc1C(=O)Nc1ccncc1)c1ccc([N+](=O)[O-])cc1,107,89,113,83,11,84,83,0
CCOC(=O)c1c(NC(=O)Nc2ccc(Cl)cc2)sc(C)c1C,107,103,105,101,2,111,110,2
CC(=O)c1c(C)[nH]c(C(=O)N(C)C(c2ccccc2)c2ccccc2)c1C,98,96,92,101,1,103,107,3
CCN(CC)CCNC(=O)c1cc2c(=O)n(CC)c3ccccc3c2s1,103,100,106,93,24,102,98,0
CCN(CC)S(=O)(=O)c1ccc(/C=C/C(=O)OCC(=O)NCc2cccs2)cc1,100,99,77,92,-5,99,105,2
CC[C@]12CCCN3CCc4c(n(c5ccccc45)C(=O)C1)C32 (stereo partly specified),93,82,97,167*,36,84,89,4
COc1ccc(NC(=O)NC2CCCCCCC2)cc1OC,95,105,95,75,-1,103,92,0
COc1ccc(N=N/C(C(C)=O)=C(/C)O)cc1,105,98,111,117,4,85,100,1
COc1cc2cc(C(c3nnnn3C(C)(C)C)N3CCc4ccccc4C3)c(=O)[nH]c2cc1OC (stereo unspecified),109,102,101,95,2,105,107,0
O=C(Nc1cccnc1)c1ccc(-c2ccccc2)cc1,106,101,83,111,0,95,96,0
Fc1c(F)c(-n2nnc3ccccc32)c(F)c(F)c1Cl,93,107,102,89,10,102,96,0
Cc1cc(C)n(-c2nc(NCCCN(C)C)c3c4c(sc3n2)CCCC4)n1,94,95,102,102,9,108,106,0
Cn1cc(C(=O)c2ccc(Cl)cc2Cl)cc1C=O,97,90,90,108,0,83,99,0
CC(C)CSc1nnc(N)s1,94,95,119,94,4,100,95,1
CC(=O)Nc1ccc(NC(=O)CCSCCc2ccccn2)cc1,95,98,107,108,15,99,107,0
Cn1c(SCC(=O)NCCc2ccccc2)ncc(C(=O)Nc2ccc(F)cc2)c1=O,102,95,98,107,-16,94,107,0
COC(=O)c1c(-c2ccccc2)c(-c2ccccc2)nn(C)c1=O,101,97,97,92,17,102,95,1
CCc1ccccc1N1CN(Cc2cccnc2)CNC1=S,103,97,104,110,5,90,100,0
CCOC(=O)C1CCCN(C(=O)Cn2cnc3sc(C)c(S(=O)(=O)N4CCOCC4)c3c2=O)C1 (stereo unspecified),100,99,108,97,-5,99,94,2
CCOC(=O)c1ccc(CNC(=O)CSc2nnc(-c3ccncc3)o2)cc1,106,107,113,95,-1,103,99,0
COc1ccc(-c2csc(NC(=O)c3ccccc3F)c2C(=O)O)cc1,84,105,108,108,7,77,79,nt
CC(C)(C)c1ccc(C(=O)Nc2ccc(C(=O)N3CCOCC3)cc2)cc1,103,103,90,99,14,104,104,1
CC1CC(C)CN(c2ccc(NS(=O)(=O)c3ccccc3)cc2C(=O)O)C1 (stereo unspecified),99,96,96,100,16,93,96,1
Cc1csc2ncc(C(=O)Nc3cccc(C(F)(F)F)c3)c(=O)n12,99,102,98,98,9,101,102,0
CN(C)c1ccnc(Oc2ccc(C(C)(C)C)cc2)c1C#N,103,96,105,110,14,86,88,0
CC(C)C(C)(C#N)NC(=O)CSc1nc2scc(-c3ccco3)c2c(=O)n1-c1ccccc1 (stereo unspecified),99,95,111,95,8,94,101,0
O=C(/C=C/c1cccc([N+](=O)[O-])c1)N1CCN(Cc2ccccc2)CC1,114,103,104,103,-4,98,102,3
Cc1nnc(SCC(=O)Nc2ccc3c4c(cccc24)CC3)n1C,114,100,110,95,2,98,104,0
COc1cccc(CNC(=O)C2CCN(C(=O)N(C)C)CC2)c1,107,102,120,104,3,105,102,3
CC(=O)C1=C(O)C(=O)N(Cc2ccccc2)C1c1ccc(N(C)C)cc1 (stereo unspecified),107,103,104,94,10,104,103,1
CC1C=CCC2C(=O)N(c3ccc(Cl)cc3O)C(=O)C12 (stereo unspecified),101,100,81,103,-7,102,102,6
Cc1nc(N)sc1-c1nnc(SCC(=O)Nc2ccccc2C(F)(F)F)n1C,119,99,122,110,42,110,108,3
CCOc1cc(CNCc2ccccc2)ccc1OCc1ccc(Cl)cc1,101,102,115,87,8,99,91,0
Cc1ccc(NCc2nnc(SCCN3CCCCC3)n2CC2CCCO2)c(C)c1 (stereo unspecified),99,100,98,99,7,93,99,0
COc1ccc(NC(=O)NC(C)c2ccncc2)cc1OC (stereo unspecified),100,104,76,96,10,107,106,0
Cc1nn(CC(=O)Nc2ccc(N3CCOCC3)cc2)c(C)c1[N+](=O)[O-],99,96,89,99,0,97,97,6
COc1cccc(CN2CCN(C(=O)CC(C)C)CC2)c1,99,98,78,97,0,104,101,1
CCOC(=O)N1CCN(C(=O)COc2cccc3c2CCN(Cc2ccccc2C)C3=O)CC1,84,105,102,87,1,90,101,0
O=C(Cc1cccs1)NC(c1ccccc1)c1ccccc1,103,97,121,99,20,107,104,0
COc1ccc2cc(C(=O)C3CCCN(C(=O)c4cccnc4)C3)ccc2c1 (stereo unspecified),98,105,127,98,1,103,103,0
Cc1ccc(C(=O)OCC(=O)NCc2ccco2)s1,101,99,102,90,18,106,99,2
COC(=O)c1cc(Cl)c(NC(=O)c2cc3ccccc3o2)cc1OC,104,108,91,105,-5,108,105,3

# Marked active in LAP4-GFP MLPCN (from the list above):
Compound | MEP2-GFP yeast | RPL19A TOR yeast | LAP4-GFP MLPCN | VLA-4 inh | CIT2 TOR yeast | AGP1-GFP MLPCN | GRK2 aptamer HTS
CC[C@]12CCCN3CCc4c(n(c5ccccc45)C(=O)C1)C32 (stereo partly specified) | 93 | 82 | 167* | 36 | 84 | 89 | 4

# Later entries.
SMILES,MEP2-GFP yeast,RPL19A TOR yeast,CR mimetic SO,LAP4-GFP MLPCN,VLA-4 inh,CIT2 TOR yeast,AGP1-GFP MLPCN,GRK2 aptamer HTS
CCOC(=O)C1C(=O)C=C(c2ccc(C)cc2)CC1c1cccc([N+](=O)[O-])c1 (stereo unspecified),100,101,101,102,13,92,102,1
Cc1ccc([N+](=O)[O-])cc1S(=O)(=O)Nc1ccc(C(=O)NCc2ccccn2)cc1,99,97,108,104,-7,96,95,2
Cc1ccc(C)c(C2=CSC3=NS(=O)(=O)CCN23)c1,89,92,100,96,16,90,95,0
CC(=O)C1=C(c2ccccc2)NC(=O)NC1c1ccc(O)c(O)c1 (stereo unspecified),101,93,108,91,-5,91,94,3
CCOC(=O)N1CCC(N2C(=O)c3ccc(C(=O)NCCC(C)C)cc3C2=O)CC1,101,105,114,88,14,90,89,2
CCOc1ccc(-c2nc(-c3ccc(OC)cc3)no2)cc1OCC,106,102,89,97,0,99,104,0
Cc1ccccc1NC(=O)Nc1ccccc1C(=O)NCc1ccccc1,91,95,98,85,9,90,88,0
CCOc1ccc(C2CC(c3ccccc3)Nc3nc(N)nn32)cc1 (stereo unspecified),98,100,85,102,0,99,99,0
CCCN(C(=O)CCNC(=O)Cn1cnc2ccccc2c1=O)c1cccc(Cl)c1,110,106,95,108,3,107,106,0
NC(=O)COC(=O)c1ccc(NS(=O)(=O)c2ccc3c(c2)OCCO3)cc1,99,97,88,90,-1,98,96,0
Cc1ccc(C(=O)Nc2ccc(S(=O)(=O)N3CCCC3)cc2)cc1,110,107,74,95,-3,110,105,0
Cc1cccc(OCCSc2nc(N)cc(N)n2)c1,102,101,95,104,16,99,100,9
O=C1N[C@@H](Cc2cn(S(=O)(=O)c3ccccc3)c3ccccc23)C(=O)N[C@H]1Cc1ccccc1,97,102,91,106,-8,97,94,7
C=CCn1c(Cc2cccs2)nnc1SCC(=O)Nc1cc(OC)cc(OC)c1,92,91,99,nt,-28,83,91,0
COC(=O)C1=C(C)NC(C)=C(C(=O)OC)C1c1ccc(NC(C)=O)cc1,99,99,96,106,-109,100,96,2
COc1ccccc1NS(=O)(=O)c1ccc(O)c(C(=O)OCC(=O)N2c3ccccc3CC2C)c1 (stereo unspecified),96,98,90,96,7,104,102,1
CC(C)Cn1c(SCC#N)nc2ccccc2c1=O,103,103,113,108,-3,100,99,2
Cc1cc(C)n(-c2ccc(C(=O)N3CCC(CO)(Cc4ccccc4)CC3)cc2)n1,95,102,98,112,2,94,96,3
COc1ccc(C)cc1S(=O)(=O)N(CC(=O)Nc1cccc([N+](=O)[O-])c1)c1ccc(C)c(C)c1,100,99,126,95,15,98,103,0
CCN1CCN(c2nnc(-c3ccc(F)cc3)c3ccccc23)CC1,106,102,101,93,-6,107,92,0
O=C(CCN1C(=O)/C(=C\c2ccccc2)SC1=S)NNC(=O)c1cccnc1,88,95,85,93,4,96,96,3
Fc1cccc(Cl)c1COc1ccc(-c2nnco2)cc1,97,96,107,107,18,93,91,0
Cc1ccc(NC(=O)C(C)N2CCc3ccccc3C2)cc1 (stereo unspecified),103,93,93,99,1,98,89,0
C#CCOCCOCCOCCNc1nc(N2CCN(C(=O)[C@H]([C@@H](C)O)n3cc(CCCCN)nn3)CC2)nc(N2CCN(C(=O)[C@H](Cc3ccc(O)cc3)n3cc(CCO)nn3)CC2)n1,97,97,99,128,13,71,83,0
COc1cc(Cl)c(S(=O)(=O)NCCN2CCOCC2)cc1Cl,101,96,94,97,3,103,98,0
CCC1CCCCN1C(=O)CSc1nc2ncccc2[nH]1 (stereo unspecified),93,96,97,102,13,93,103,3
CC(C)C(=O)NC(Nc1cccc2cccnc12)C(Cl)(Cl)Cl (stereo unspecified),101,92,94,97,22,78,94,0
CCOc1cccc(N2C(=O)CC(NCc3ccc(S(N)(=O)=O)cc3)C2=O)c1 (stereo unspecified),101,102,103,109,14,102,102,0
CSc1ccc(-c2nnn(CC(=O)NCc3ccccc3)n2)cc1,87,95,95,83,17,75,76,0
COCCn1c(=NC(=O)c2cc(Cl)sc2Cl)sc2cc(S(N)(=O)=O)ccc21,114,115,127,104,-10,108,111,0

# Reprinted at random: two compounds from above.
SMILES,MEP2-GFP yeast,RPL19A TOR yeast,CR mimetic SO,LAP4-GFP MLPCN,VLA-4 inh,CIT2 TOR yeast,AGP1-GFP MLPCN,GRK2 aptamer HTS
O=C1N[C@@H](Cc2cn(S(=O)(=O)c3ccccc3)c3ccccc23)C(=O)N[C@H]1Cc1ccccc1,97,102,91,106,-8,97,94,7
COc1cc2cc(C(c3nnnn3C(C)(C)C)N3CCc4ccccc4C3)c(=O)[nH]c2cc1OC (stereo unspecified),109,102,101,95,2,105,107,0

# (continued)
SMILES,MEP2-GFP yeast,RPL19A TOR yeast,CR mimetic SO,LAP4-GFP MLPCN,VLA-4 inh,CIT2 TOR yeast,AGP1-GFP MLPCN,GRK2 aptamer HTS
CN1CCN(C(=O)CSc2ccc(Cl)cc2)CC1,97,96,106,106,8,102,96,3
CCCN(C(=O)C(NC(=O)c1ccccc1)C(C)C)c1c(N)n(Cc2ccccc2)c(=O)[nH]c1=O (stereo unspecified),110,109,101,109,15,109,110,3
Cc1ccc2nc(SCC(=O)Nc3c(F)cccc3F)[nH]c2c1,102,99,106,102,18,106,103,0
CCOC(=O)c1[nH]c2ccc(OC)cc2c1NC(=O)c1ccc2c(c1)OCO2,102,95,108,108,5,83,94,0
O=C1CSC(c2cccc([N+](=O)[O-])c2)N1CCc1ccccc1 (stereo unspecified),108,100,102,94,1,101,96,0
COc1cccc(CN(C)C(=O)c2ccc(NC(=O)CC3SC(N4CCCC4)=NC3=O)cc2)c1OC (stereo unspecified),95,96,101,102,-5,95,102,1
Cc1[nH]nc2c1/C(=N\O)CCC2,110,105,103,96,-3,103,99,40
